# Rev-erbA mod – modulates human Rev-erb alpha binding to DNA | Rev-erbα–FITC-DNA binding, fluorescence polarization, 90 min | activity, % at 10 µM | 370,000 compounds, 0.79% hits | AID 1259318;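 active = activity above about 14%, limit read from the data; passing the limit was not always enough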;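 note: 0% = DMSO wells with 35 nM protein and 100% = DMSO wells with 750 nM protein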
# ARFGAP1 inh – inhibits rat ARF GTPase activating protein 1; inhibition, % at 16.5 µM; 360,000 compounds, 0.26% hits; Arfgap1-stimulated ARF1 GTP hydrolysis, GDP FP detection;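 active = inhibition above a per-plate limit, mean inhibition of low control wells plus 3 SD, cut at about 25% in these data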;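 note: 0% = DMSO wells with enzyme and 100% = wells lacking Arfgap1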
# Target sequence (Q62848 1-136 limits assumed): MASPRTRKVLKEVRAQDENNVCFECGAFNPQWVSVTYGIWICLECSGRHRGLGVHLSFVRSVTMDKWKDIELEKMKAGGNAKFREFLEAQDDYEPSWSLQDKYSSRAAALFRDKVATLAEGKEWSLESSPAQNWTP
#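 system = rat Arfgap1 catalytic domain, aa 1-136 | technique = FP, GDP Alexa 633 tracer displaced from anti-GDP antibody, 620/688 nm | compound = one concentration, 16.5 µM, DMSO 1.26% | medium = HEPES-based buffer, pH 7.5 | timing = compound-enzyme preincubation 20 min, reaction 120 min, detection 60 min, 25 °C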
# ASAP1 inh – inhibitors of human ASAP1 ArfGAP activity; Q9ULH1; ASAP1-stimulated ARF1 GTP hydrolysis, GDP FP detection; inhibition, % at 16.5 µM; 360,000 compounds, 0.19% hits; AID 624377; in the data active = inhibition above about 25%;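 note: 0% = vehicle with enzyme and substrate and 100% = no enzyme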
# PLC-gamma1 inh – PLC-gamma1 (human) inhibition, primary screen. P19174. purified PLC-gamma1, fluorogenic substrate, fluorescence. inhibition, % at 12.2 µM. 370,000 compounds, 0.84% hits. AID 720700; in the data active = inhibition above about 9.5%
# HGIII-sPLA2 inh – Blocks human group III sPLA2 activity. QFRET BODIPY PC-A2 liposome hydrolysis, fluorescence. inhibition, % at 12.2 µM. 370,000 compounds, 0.56% hits. AID 743126;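 active = inhibition above mean plus 3 SD of compounds lying within the high and low control bounds, cut at about 19% in these data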;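 note: 0% = median of test compound wells and 100% = no enzyme DMSO wells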
# Target sequence (Q9NZ20 whole entry, looked up): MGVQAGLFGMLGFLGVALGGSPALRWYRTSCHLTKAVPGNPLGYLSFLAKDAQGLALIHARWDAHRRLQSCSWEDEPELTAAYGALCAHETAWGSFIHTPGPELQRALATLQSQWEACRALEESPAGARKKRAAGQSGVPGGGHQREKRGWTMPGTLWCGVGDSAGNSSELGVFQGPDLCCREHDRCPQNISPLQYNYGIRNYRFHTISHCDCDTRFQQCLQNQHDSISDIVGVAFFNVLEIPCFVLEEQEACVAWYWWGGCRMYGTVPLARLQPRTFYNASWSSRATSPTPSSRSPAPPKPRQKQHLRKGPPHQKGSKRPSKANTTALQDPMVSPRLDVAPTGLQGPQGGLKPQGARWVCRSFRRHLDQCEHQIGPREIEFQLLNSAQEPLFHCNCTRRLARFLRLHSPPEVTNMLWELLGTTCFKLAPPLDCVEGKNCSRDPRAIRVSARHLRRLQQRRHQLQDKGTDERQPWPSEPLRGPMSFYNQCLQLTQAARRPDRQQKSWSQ
# UHRF1 MBD2 ctr – UHRF1 methyl-DNA binding inhibition; UHRF1 binding to methylated oligo, TR-FRET; 370,000 compounds, 0.75% hits; Q96T88; inhibition, % at 4.4 µM; AID 687016; in the data active = inhibition above about 21%;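 note: UHRF1 SRA domain binding a hemimethylated CpG hairpin DNA probe; 0% = median of test compound wells and 100% = reference inhibitor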
# PLCb3 inh – blocks human PLC-beta3 enzyme activity. Q01970. Purified PLC-beta3, fluorogenic substrate, fluorescence. inhibition, % at 12.2 µM. 370,000 compounds, 0.18% hits. AID 720704; in the data active = inhibition above about 11%;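 note: 0% = median of compound wells on plate and 100% = full blocker control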
# Tn6 DDE FP – disrupts Tn6 cyclic peptide binding to fibrin D-Dimer-E complex. AID 720509. Fibrin DD(E) TRITC-Tn6 fluorescence polarization displacement. 370,000 compounds, 0.21% hits. P02675. inhibition, % at 8.3 µM;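 active = inhibition above a per-campaign cutoff: mean of compounds within control limits plus 3 SD, cut at about 15% in these data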;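 note: 0% = median of all compound wells on the plate and 100% = blocking peptide control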
# proKLK7 act – activators of human kallikrein-7 zymogen. P49862. purified proKLK7, EDANS-DABCYL substrate fluorescence; 100% is mature enzyme control, 0% vehicle. activation, % at 7 µM. 370,000 compounds, 0.9% hits;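 active = activation above the mean of all tested compounds plus 3 SD, computed per campaign excluding outliers beyond control limits, cut at about 13% in these data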
# Target sequence (P49862 whole entry, looked up): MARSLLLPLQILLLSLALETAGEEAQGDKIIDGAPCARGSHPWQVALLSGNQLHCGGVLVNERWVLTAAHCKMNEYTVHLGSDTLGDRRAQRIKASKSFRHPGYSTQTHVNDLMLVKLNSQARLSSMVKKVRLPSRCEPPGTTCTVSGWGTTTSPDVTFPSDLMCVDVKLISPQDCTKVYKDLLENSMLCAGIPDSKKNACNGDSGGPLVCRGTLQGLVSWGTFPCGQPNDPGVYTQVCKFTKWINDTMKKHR
# Tn7 DDE FP – inhibitors of Tn7 peptide binding to human fibrin DD(E). inhibition, % at 8.3 µM. FP displacement of FITC-Tn7 peptide from fibrin DD(E); 0% = median of compound wells per plate. P02675. 370,000 compounds, 0.13% hits;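 active = inhibition above the mean of compounds falling within the control limits plus 3 SD of them, cut at about 14% in these data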;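 note: 0% = plate median of compound wells and 100% = 10 µM Aha-Tn7 peptide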
#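 Test system – human fibrin DD(E) · Times – 10 min preincubation, 3 h with tracer, room temperature · Detection – fluorescence polarization of the labelled Tn7 tracer · Measure – percent inhibition normalized to high-control wells · Benchmarks – high control wells with 10 µM unlabelled Aha-Tn7 peptide (full inhibition) · Repeats – singlicate testing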
# * hit, by the source's call; · = not tested or not shown.
entry	structure	Rev-erbA mod	ARFGAP1 inh	ASAP1 inh	PLC-gamma1 inh	HGIII-sPLA2 inh
1	Cn1c(=O)c(C(=O)CN2CCN(S(=O)(=O)c3ccccc3)CC2)c(N)n(Cc2ccccc2)c1=O	2	-8	-14	0	-15
2	Cc1ccc2ncc([N+](=O)[O-])n2c1	-3	0	1	3	9
3	COc1ccccc1C(NC(=O)C1CCN(CCOc2ccc(Cl)cc2Cl)CC1)c1ccccn1 (centres undefined)	-6	-14	-12	4	-36
4	CCN=C1S/C(=C\c2ccc(OCC)c(OC)c2)C(=O)N1CC	-4	14	11	0	15
5	COCCCN=Cc1c(-c2ccccc2)[nH]n(-c2nc3ccccc3s2)c1=O	-9	-3	-8	5	-15
6	O=C(CSc1nnc(NC2CCCCC2)s1)NC1CCS(=O)(=O)C1 (centres undefined)	3	1	0	-1	2
7	CCOC(=O)CC(=O)Nc1ccc(C(=O)OCC)cc1	1	0	5	-2	-22
8	CCCn1nnnc1NC(=O)c1ccc(C)cc1Cl	·	10	12	5	-1
9	CC[C@@](C)(NS(=O)(=O)OCC(Cl)(Cl)Cl)c1ccccc1	-4	7	-4	0	4
10	CC(C)C(C(=O)Nc1ccccc1F)N1C(=O)c2ccccc2C1=O (centres undefined)	-3	-3	4	0	-2
11	O=C(NC1CCCC1)C1CCN(C(=O)c2ccccc2Cl)CC1	3	-15	-5	0	-2
12	CCCc1ccc(OCc2ccc(C(=O)N/N=C/c3cccnc3)o2)cc1	7	2	2	-4	-13

entry	UHRF1 MBD2 ctr	PLCb3 inh	Tn6 DDE FP	proKLK7 act	Tn7 DDE FP
1	-3	1	2	-0.1	2
2	2	-3	-6	-0.4	-5
3	1	2	3	0.5	3
4	8	-5	-4	-0.8	0
5	-2	-2	-1	0.3	2
6	-3	5	0	-0.5	4
7	0	1	-6	0.3	3
8	-2	4	2	0.3	-5
9	13	-95	-7	0.0	5
10	-2	-7	-4	0.8	2
11	1	-3	1	0.5	3
12	0	-13	-5	-0.5	-4

# The list continues.
entry	structure	Rev-erbA mod	ARFGAP1 inh	ASAP1 inh	PLC-gamma1 inh	HGIII-sPLA2 inh
13	COc1ccc(CNC(=O)C(C)OC(=O)c2cccs2)cc1 (centres undefined)	3	0	5	3	2
14	COC(=O)c1ccc2nc(C3CCCCC3)c(Cc3ccccc3OC)n2c1	10	5	14	-22	0
15	C[C@H](CO)N1C[C@H](C)[C@@H](CN(C)C(=O)Nc2ccc(C(F)(F)F)cc2)Oc2c(NC(=O)C3CCCCC3)cccc2C1=O	-4	8	10	3	-17
16	COc1ccc(CCNC(=O)CCc2ccc(S(=O)(=O)NC(C)C)cc2)cc1OC	0	9	8	-1	2
17	CCc1ccc(N2CC(C(=O)NCc3ccco3)CC2=O)cc1 (centres undefined)	6	5	13	1	0
18	CCOc1cccc2cc(C(=O)Nc3ccccc3-c3ccccc3)c(=O)oc12	-2	8	12	5	0
19	COCC(=O)N(CCc1ccc(OC)c(OC)c1)Cc1cc2cc(C)ccc2nc1Cl	-5	3	7	0	-8
20	CC(NS(=O)(=O)OCC(Cl)(Cl)Cl)c1ccc(C(C)(C)C)cc1 (centres undefined)	4	-13	-12	2	-1
21	CC(C)C[C@@H]1COc2cc(NCCCN3CCOCC3)ccc2S(=O)(=O)N1	5	-9	-8	2	18
22	CC(C)C(=O)Nc1ccc(Oc2ccc3c(c2)C(=O)NC3=O)cc1	1	6	-4	1	-3
23	CCc1nc(N2CCN(C(=O)c3ccco3)CC2)c2oc3ccccc3c2n1	5	-10	-6	-15	-4
24	COc1cccc(C2CC(c3ccccc3Cl)n3nc(N)nc3N2)c1 (centres undefined)	2	1	7	-1	4

entry	UHRF1 MBD2 ctr	PLCb3 inh	Tn6 DDE FP	proKLK7 act	Tn7 DDE FP
13	2	-3	-3	0.3	2
14	12	-33	-7	-0.8	0
15	0	3	-1	1.4	-1
16	1	4	3	0.1	-2
17	-1	2	-9	0.3	2
18	-4	5	2	-0.1	-3
19	-2	0	5	0.7	-3
20	0	9	-3	-0.1	-1
21	19	0	3	0.8	7
22	-1	4	3	0.4	-1
23	-3	-27	7	0.0	-5
24	-1	-6	4	-0.1	-6

# Other results.
entry	structure	Rev-erbA mod	ARFGAP1 inh	ASAP1 inh	PLC-gamma1 inh	HGIII-sPLA2 inh
25	NC(=S)NNC(=O)COc1ccccc1O	-6	10	-2	3	4
26	COC(=O)N1C[C@H](OC(=S)Nc2ccc(OC)cc2OC)[C@H]2C[C@@H]1c1ccccc1O2	0	11	15	2	3
27	CCC(=O)c1ccc(OCC(=O)NC2CCN(Cc3ccccc3)CC2)cc1	4	7	7	5	2
28	CC(=O)N[C@H]1C[C@@H]2O[C@H](CO)CC[C@@H]2O[C@@H]1CCc1ccc(-c2ccc(F)cc2)cc1	0	·	·	1	-2
29	O=C(NCC1CCCO1)c1ccc(NS(=O)(=O)c2cccc([N+](=O)[O-])c2)cc1 (centres undefined)	3	15	3	2	9
30	COc1ccc(-c2cc(NC=O)c3ncc(-c4cccc(OC)c4)n3c2)cc1	0	3	12	-57	1
31	Cc1ccc(-n2cnc3cc(NCc4cccs4)ccc32)cc1	4	-10	-1	-28	3
32	Cn1cnnc1SCc1ccc(C(=O)N/N=C/c2cccs2)cc1	6	-2	11	0	9
33	Oc1ccc(-c2nn[nH]n2)c2cccnc12	-2	·	·	-6	-1
34	COc1ccc2cc(C(c3nnnn3Cc3ccccc3)N3CCCCCC3)c(=O)[nH]c2c1 (centres undefined)	3	-9	13	-29	-8
35	Cc1cc(OCC(=O)N2CCOCC2)cc2oc(=O)c3ccccc3c12	1	13	7	-153	1
36	Cc1ccc(C)c(C(=O)NC(C)c2ccc(-n3ccnc3)cc2)c1 (centres undefined)	-4	1	12	-1	2

entry	UHRF1 MBD2 ctr	PLCb3 inh	Tn6 DDE FP	proKLK7 act	Tn7 DDE FP
25	9	-9	3	0.2	-1
26	3	1	4	0.6	-7
27	4	-2	5	-0.4	-4
28	4	-3	5	0.6	3
29	1	-7	13	-0.2	4
30	-7	-70	-10	-0.3	4
31	-2	-42	-1	0.2	0
32	-1	-1	-7	-0.1	3
33	0	-12	6	·	-8
34	-3	-34	-4	-1.3	-5
35	-3	-203	6	-13	6
36	0	-5	7	-0.5	0

# The list goes on.
entry	structure	Rev-erbA mod	ARFGAP1 inh	ASAP1 inh	PLC-gamma1 inh	HGIII-sPLA2 inh
37	CNC(=O)CSc1nnnn1-c1cc(C)ccc1C	-3	3	5	3	-3
38	Cc1nc(N2CCN(C(=O)c3ccco3)CC2)c2oc3ccccc3c2n1	5	2	-2	6	12
39	Cc1cccc(OC[C@@H](O)CN2CCC(C(O)(c3ccccc3)c3ccccc3)CC2)c1	6	·	·	2	-12
40	O=S(=O)(Nc1nccs1)c1ccc(Cl)cc1	-4	11	-6	-1	-7
41	CCCCN(C)C(=O)CCCCn1c(=O)[nH]c2cc(OCC)c(OCC)cc2c1=O	0	-2	7	2	-1
42	Cn1c(=O)c2c(nc(CN3CCN(C(=O)c4ccco4)CC3)n2Cc2ccc(Cl)cc2)n(C)c1=O	7	2	-5	0	-3
43	O=C(COc1cc2oc(=O)c3c(c2cc1Cl)CCC3)NCCN1CCOCC1	5	6	-7	2	7
44	CSc1nc2ccc(Nc3nc(N4CCOCC4)nc(N4CCOCC4)n3)cc2s1	4	9	18	-1	-1
45	C=CSc1sc(Cl)c(N(C)C)c1[N+](=O)[O-]	-3	-7	-14	-1	-1
46	Cc1nnc(NC(=O)c2ccc(S(=O)(=O)N3CCCCCC3)cc2)o1	-2	-12	10	-2	-5
47	O=C(NCCN1CCC(n2c(=O)[nH]c3ccccc32)CC1)c1ccc(Cl)cc1Cl	7	6	-3	1	8
48	CCOC(=O)c1c(NC(=S)NC(=O)c2ccco2)sc2c1CCCC2	-2	-7	-3	3	1

entry	UHRF1 MBD2 ctr	PLCb3 inh	Tn6 DDE FP	proKLK7 act	Tn7 DDE FP
37	15	0	8	-0.1	0
38	4	7	4	-0.1	1
39	1	2	-3	0.4	-1
40	0	4	3	-0.1	-1
41	5	-1	-2	-0.1	2
42	0	1	6	0.5	1
43	4	-8	-4	0.0	-2
44	-1	1	-1	0.2	7
45	-1	0	2	0.3	0
46	-1	-2	-3	0.2	-4
47	-1	2	-7	0.4	1
48	-1	0	5	1.2	4

# 8 entries already listed, arranged by length of the SMILES, largest number first.
entry	structure	Rev-erbA mod	ARFGAP1 inh	ASAP1 inh	PLC-gamma1 inh	HGIII-sPLA2 inh
39	Cc1cccc(OC[C@@H](O)CN2CCC(C(O)(c3ccccc3)c3ccccc3)CC2)c1	6	·	·	2	-12
47	O=C(NCCN1CCC(n2c(=O)[nH]c3ccccc32)CC1)c1ccc(Cl)cc1Cl	7	6	-3	1	8
41	CCCCN(C)C(=O)CCCCn1c(=O)[nH]c2cc(OCC)c(OCC)cc2c1=O	0	-2	7	2	-1
44	CSc1nc2ccc(Nc3nc(N4CCOCC4)nc(N4CCOCC4)n3)cc2s1	4	9	18	-1	-1
46	Cc1nnc(NC(=O)c2ccc(S(=O)(=O)N3CCCCCC3)cc2)o1	-2	-12	10	-2	-5
48	CCOC(=O)c1c(NC(=S)NC(=O)c2ccco2)sc2c1CCCC2	-2	-7	-3	3	1
45	C=CSc1sc(Cl)c(N(C)C)c1[N+](=O)[O-]	-3	-7	-14	-1	-1
37	CNC(=O)CSc1nnnn1-c1cc(C)ccc1C	-3	3	5	3	-3

entry	UHRF1 MBD2 ctr	PLCb3 inh	Tn6 DDE FP	proKLK7 act	Tn7 DDE FP
39	1	2	-3	0.4	-1
47	-1	2	-7	0.4	1
41	5	-1	-2	-0.1	2
44	-1	1	-1	0.2	7
46	-1	-2	-3	0.2	-4
48	-1	0	5	1.2	4
45	-1	0	2	0.3	0
37	15	0	8	-0.1	0

# Other compounds follow.
entry	structure	Rev-erbA mod	ARFGAP1 inh	ASAP1 inh	PLC-gamma1 inh	HGIII-sPLA2 inh
49	C=CCSc1ncnc2c1oc1nc3c(cc12)COC(C)(C)C3	-5	4	-3	4	5
50	OCCCCNCc1ccc(OCc2ccc(Cl)cc2Cl)cc1	6	-2	9	9	-24
51	O=C(CNC(=O)c1ccc(Br)o1)NCc1ccc2c(c1)OCO2	2	-1	10	4	-2
52	C=CC[C@H](CC(=O)N(CCO)Cc1ccccc1)C(=O)N[C@H](C)COC(=O)[C@@H](CC=C)CC(=O)OC(C)(C)C	-2	5	13	-1	-11
53	CCCCN1CC[C@H]2C=CC[C@@H](C(=O)N3CCOCC3)[C@H]2C1=O	-3	0	-6	0	3

entry	UHRF1 MBD2 ctr	PLCb3 inh	Tn6 DDE FP	proKLK7 act	Tn7 DDE FP
49	1	-4	-7	-0.5	-4
50	0	2	5	-0.8	4
51	-3	6	-11	-0.2	-1
52	-2	-13	0	-0.3	1
53	0	-1	2	0.4	6

# High-throughput results (PubChem)
